Screening data from PubChem BioAssay.
PGE2 EP2 inh: human EP2 receptor antagonists, primary screen, TR-FRET cAMP, C6 glioma cells | C6 glioma cells expressing human EP2; cells stimulated with saturating PGE2 | inhibition, % at 25 µM | hit rate 0.52% among 260,000;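 active = percent inhibition above 40 after rounding to a whole number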;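 also: rat C6 glioma host cells with rolipram phosphodiesterase inhibitor present; the protocol text gives 20 µM as final concentration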
Target sequence (P43116 whole entry, looked up): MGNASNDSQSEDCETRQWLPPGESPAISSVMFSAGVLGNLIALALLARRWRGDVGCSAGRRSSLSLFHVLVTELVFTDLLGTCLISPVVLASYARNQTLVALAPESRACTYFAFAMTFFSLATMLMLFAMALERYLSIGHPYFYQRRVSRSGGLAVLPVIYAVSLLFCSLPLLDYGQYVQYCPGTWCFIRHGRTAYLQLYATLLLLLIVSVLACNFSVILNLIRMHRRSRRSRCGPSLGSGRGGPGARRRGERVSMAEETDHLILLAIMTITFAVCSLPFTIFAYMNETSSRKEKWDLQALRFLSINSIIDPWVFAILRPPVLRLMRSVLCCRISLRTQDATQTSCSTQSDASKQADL
EP2 modulator: EP2 receptor modulators, cAMP readout, primary screen, cell-based, HTRF cAMP, PGE2 stimulation; EP2-expressing cells, cAMP HTRF FRET, PGE2 co-stimulation; induction, % at 25 µM; hit rate 0.83% among 260,000; AID 940, 2007;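 active = compounds whose cAMP rise, as percent of the full-agonist control response, exceeds 60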;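 also: rat C6 glioma line stably carrying human EP2 under a CMV promoter; the protocol text gives 20 µM as final concentration; 100% = response of wells given 1 µM PGE2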
NPY Y1 blocker: NPY-Y1 receptor antagonists, primary screen, cell-based | HEK293-CNG Y1 cells, membrane potential fluorescence; NPY at EC95, then isoproterenol | hit rate 1% among 200,000 | inhibition, % at 3.6 µM;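 active = inhibition above the campaign mean inhibition of all tested compounds plus 3 SD, cut at about 20% in these data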;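 also: 0% = DMSO wells given NPY plus isoproterenol and 100% = isoproterenol alone without NPY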
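Material: Y1- and CNG-channel-expressing HEK293 cells / Probe or stimulus: NPY 25 nM then isoproterenol 1 µM plus Ro 20-1724 25 µM / Doses: 3.6 µM single dose, DMSO 0.4% / Schedule: compound incubation 1 h at room temperature, readout 45 min post-stimulation / Signal: membrane potential fluorescence / Benchmarks: isoproterenol-only wells as full block versus NPY-plus-isoproterenol wells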
TRPN1 ag: zebrafish TRPN1 channel agonists, primary screen, cell-based, HEK293, calcium fluorescence; transient receptor potential cation channel N1 (TRPN1/NompC), Danio rerio; HEK293 zebrafish TRPN1-YFP, Fluo-8 calcium fluorescence; 100% = response to 87 µM carbachol; activation, % at 3 µM; hit rate 0.18% among 220,000; AID 1424, 2008;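 active = activation above its plate's cutoff, the mean activation of test wells on that plate plus 3 SD, cut at about 19% in these data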;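 also: 0% = DMSO alone and 100% = 87 µM carbachol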
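System: zebrafish TRPN1-YFP in HEK293 cells / Dosing: 3 µM single point / Timing: dye loading 1 h at 37 °C, then 30 min room temperature / Signal: Fluo-8 calcium fluorescence, excitation 470-495 nm, emission 515-575 nm / Read-out basis: percent activation from peak over basal fluorescence ratio, control-normalized / Control set: high carbachol 87 µM, low DMSO alone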
TRPML3 agonist: human TRPML3 channel agonists, primary screen, cell-based, HEK293 TRPML3-YFP, Fluo-8 calcium fluorescence, 3 µM. activation, % at 3 µM. hit rate 0.29% among 220,000. Mucolipin-3 (Homo sapiens), Q8TDD5. 100% = the carbachol control signal;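 active = activation above its plate's cutoff, the mean activation of the plate's test wells plus 3 SD, cut at about 12% in these data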;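 also: 0% = DMSO only wells and 100% = carbachol wells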
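Test system: TRPML3-YFP stable HEK293 cells. Doses: single point at 3 µM. Incubation: dye loading 1 h 37 °C then 30 min ambient, 125 s read. Signal: Fluo-8 calcium dye fluorescence, ex 470-495, em 515-575 nm. Measure: percent activation from peak-to-basal fluorescence ratio, scaled between DMSO and carbachol.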
14-3-3 Bad PPI: inhibitors of 14-3-3 zeta/Bad binding, primary screen, biochemical, TR-FRET, bovine 14-3-3 zeta | hit rate 0.71% among 220,000 | TR-FRET 14-3-3zeta/Dy647-pBad peptide displacement, 1 h | AID 781, 2007 | inhibition, % at 21.7 µM | 14-3-3 protein zeta/delta (Bos taurus), P63103;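 active = inhibition above about 70%, limit read from the data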;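 also: 0% = full 14-3-3 plus peptide FRET controls and 100% = background without 14-3-3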
Target sequence (P63103 whole entry, looked up): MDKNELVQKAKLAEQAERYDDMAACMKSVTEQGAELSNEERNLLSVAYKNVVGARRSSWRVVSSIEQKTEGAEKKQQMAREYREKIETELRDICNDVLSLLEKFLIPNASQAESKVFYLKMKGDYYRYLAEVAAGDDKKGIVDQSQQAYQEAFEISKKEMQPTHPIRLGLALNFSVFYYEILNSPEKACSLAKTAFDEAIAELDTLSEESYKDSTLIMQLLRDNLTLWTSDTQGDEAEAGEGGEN
CHOP inhibitor: inhibitors of CHOP promoter induction, primary screen, cell-based, unfolded protein response, luciferase reporter. CHO-K1 CHOP-promoter luciferase, tunicamycin-induced, 15-18 h. inhibition, % at 10 µM. hit rate 3.8% among 220,000;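 active = compounds that reduced the stress-induced luciferase reporter signal by more than about 70% of percent inhibition, limit read from the data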;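 also: 0% = tunicamycin plus vehicle and 100% = wells without tunicamycin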
PPC-1+TRAIL kill: compounds killing PPC-1 cancer cells with TRAIL present, primary screen, TRAIL potentiator project, ATPLite luminescence, uHTS. PPC-1 cells + TRAIL, ATPLite viability luminescence. cell killing (% activity), % at 4 µM. hit rate 0.41% among 220,000. AID 1443, 2008;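 active = cell killing above 50% in the first pass at 4 µM, then a duplicate retest at 5 µM averaging 50% or more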;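 also: plate controls were cells with TRAIL plus DMSO for no effect and medium-only wells lacking cells for full effect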
NPY1 pot ag: NPY-Y1 receptor potentiators or agonists, primary screen, cell-based. activation, % at 3.6 µM. hit rate 0.37% among 220,000. Neuropeptide Y receptor type 1 (Homo sapiens), P25929. AID 1304, 2008. NPY-Y1 expressing cells, potentiator/agonist activation; in the data active = activation above about 33%, passing the limit was not always enough;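 also: cells stimulated with NPY at EC10 then isoproterenol at EC100; 0% = low agonist plus stimulus and 100% = saturating agonist plus stimulus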
* hit, by the source's call; · = no result given; & = joins results of further samples; [ ] = remark or other dose. An excerpt; count on the stated rates, not on these rows.

Compound	PGE2 EP2 inh	EP2 modulator	NPY Y1 blocker	TRPN1 ag	TRPML3 agonist	14-3-3 Bad PPI	CHOP inhibitor	PPC-1+TRAIL kill	NPY1 pot ag
CCCC(=O)Nc1ccc(-c2cnc(-c3ccc(NC(=O)CCC)cc3)nc2)cc1	7	7	-1	-0.8	0.5	41	-10	-9	6
O=c1[nH][nH]c2c(N=Cc3ccccc3O)ccc(F)c12	10	-15	·	1.8	0.9	70*	11	-6	11
Cc1cc(C)c2oc(C(=O)Nc3nnc(C(C)C)s3)cc(=O)c2c1	3	6	2	0.2	0.6	-8[fluorescence artefact?]	-5	28	6
Cc1cc(C(=O)CSc2nnc(-c3ccccc3F)o2)c(C)n1Cc1cccs1	5	23	10	0.2	0.5	-2	38	5	0
COc1ccc(C(=O)Nc2ccc(N3CCN(C(C)=O)CC3)cc2)cc1[N+](=O)[O-]	9	23	-2	0.6	1.1	-7	-5	7	-4
O=C(c1cnn2c(C(F)(F)F)cc(-c3ccc4c(c3)OCO4)nc12)N1CCCC1	2	2	3	0.2	0.4	3	19	7	0
Oc1ccccc1/C=N/c1c(-c2ccco2)nc2ccccn12	9	38	-2	0.8	0.9	-25[fluorescence artefact?]	-29	9	10
Fc1cccc(C[n+]2csc3ccccc32)c1	2	36	-1	-0.1	-0.3	43[fluorescence artefact?]	32	17	8
CCn1ccc(C(=O)Nc2ccccc2SC)n1	7	6	2	-0.1	-0.1	-10	-27	6	-2
O=C(NC(=S)Nc1ccccc1O)c1ccc(-c2ccc(Cl)cc2)o1	15	2	8	1.2	0.6	-5	54	-10	-12
CCN1CCN(CC(=O)Nc2ccccc2)C(=O)C1=O	10	6	4	0.2	0.1	-5	-26	14	8
CCC(=O)Nc1cccc(-c2cc3ccccc3oc2=O)c1	12&5	-73&-58	-2	0.7	0.2	0	48	14	-7
O=C(CSc1nnnn1C1CCCCC1)Nc1ccccc1F	6	-22	6	0.3	-0.7	26	-13	24	4
N#Cc1ccc(-c2csc(NC(=O)c3ccc(S(=O)(=O)N4CCc5ccccc5C4)cc3)n2)cc1	10	-26	-2	-1.8	0.7	-18	44	-7	6
C/C=C/c1ccc(OCCCCN2CCC(C)CC2)c(OC)c1	7	-1	1	-1.3	-0.3	12	17	15	-14
Cc1noc(/C=C/N(C)C)c1S(=O)(=O)NC1CCCCC1	9	19	3	1.1	0.6	2	-7	4	-2
COc1ccc(-c2n[nH]c(=S)n2-c2ccc(C)cc2)cc1	2	6	·	0.3	0.3	1	-37	15	29
COc1ccc(-c2cc(=O)c3cc(C)ccc3[nH]2)cc1	10	-17	7	2.6	0.4	58[fluorescence artefact?]	-6	40	-13
CCOc1ccc(C/C(O)=C2\C(=O)CC(C)(C)CC2=NCC(=O)O)cc1OCC	5	25	3	0.4	1.1	-18	5	3	3
COc1ccccc1NC(=O)CSc1nnc(-c2ccoc2C)n1CC1CCCO1 (centres undefined)	14	9	0	0.9	0.3	12	-11	17	8
CCOc1ccc(Nc2nc3ccccc3n3nnnc23)cc1	13	-4	3	0.0	0.5	3	30	20	-9
COc1cccc(-c2nc(CS(=O)CC(=O)NC3CC3)c(C)o2)c1 (centres undefined)	12	5	2	0.6	0.5	0	8	0	9
O=C(NCCc1ccccc1)c1cc(S(=O)(=O)N2CCOCC2)ccc1F	11	-19	1	0.0	1.2	0[fluorescence artefact?]	9	-9	-10
Cc1cc(C)cc(C(=O)n2cnnc2N)c1	12	6	2	1.1	0.2	-5	3	1	-4
CCN(CCO)c1ccc(-n2c(N)c(C(=O)OC)c3nc4ccccc4nc32)cc1	-5	-20	-10	0.7	1.3	87*	4	4	5
CS/C(=N\S(=O)(=O)c1cccs1)Nc1ccc(Br)cc1F	6	2	5	-0.1	0.4	-5	-3	5	-17
Cc1ccc(C2CC(c3ccco3)n3ncnc3N2)cc1 (centres undefined)	14	-12	17	1.2	0.6	2	-1	28	-11
CCC(=O)Nc1nc2ccccc2n1Cc1ccccc1C	31	30	-2	3.2	1.0	-5	-32	16	2
COC(=O)C1=C(CSCc2ccco2)NC(=O)NC1c1cc(C)ccc1C (centres undefined)	18	22	-2	0.6	-0.5	-8	40	-5	-6
O=C1NC2CCc3nc4ccccc4c(=O)n3C2=Nc2ccccc21 (centres undefined)	16	6	4	0.1	-0.5	2	21	17	21
Cc1cc(SCC(=O)N/N=C/c2ccco2)nc2ccccc12	6	-23	2	-1.7	-0.2	-1	19	1	12
CCS(=O)(=O)Nc1ccc(C2=NN(C(C)=O)C(c3cccs3)C2)cc1 (centres undefined)	15	-43	0	0.1	0.2	5	-4	18	11
CN(c1ccc(C(=O)NC2CC3CCC2C3)cc1)S(C)(=O)=O (centres undefined)	3	24	0	1.1	0.2	-4[fluorescence artefact?]	-12	-35	14
COc1ccc(S(=O)(=O)NC(CC(=O)NCC2CCCO2)c2ccco2)cc1 (centres undefined)	18	28	0	1.2	0.7	-9	-15	14	6
O=S(=O)(c1ccccc1)c1nc(-c2ccco2)oc1NCCCN1CCOCC1	15	12	-1	2.0	0.5	16	2	22	-4
Cc1ccc(-c2cc(C(F)F)n3ncc(C(=O)N4CCN(c5ccccn5)CC4)c3n2)cc1	11&8	-21&-32	6	-2.6	-1.2	8	58	-3	-28
COc1ccc(Cl)cc1NC(=O)c1[nH]nc(OC)c1[N+](=O)[O-]	7	9	-2	0.8	0.6	-8	-10	6	1
Cc1cccc(-n2c(C)cc(/C=N/NC(N)=S)c2C)c1	9	-4	14	-1.3	-0.7	-7[fluorescence artefact?]	6	2	-7
O=C(Cn1cnc2c(nnn2-c2ccccc2)c1=O)N1CCOCC1	12	26	3	1.4	1.1	8	26	1	0
CCC(=O)N1CCC2(CC1)Oc1ccc(Cl)cc1C(=O)C21CC(c2cccnc2)=NO1 (centres undefined)	8	2	·	·	·	-2	3	5	·
CCOC(=O)C1CCCc2c1[nH]c1c(C(N)=O)cccc21 (centres undefined)	16	11	4	-3.1	0.9	5	42	-23	-14
CCOc1ccc(Cn2nnc(C(=O)Nc3ccc(OC)cc3OC)c2N)cc1	4	8	3	7.2	3.5	-11	46	-7	15
CCOC(=O)c1[nH]c(C)c(C(=O)NCCCN2CCOCC2)c1C	4	4	3	1.5	0.9	-10	-3	10	8
CC(=O)Nc1c(C)nn(-c2ccc(C)c(C)c2)c1C	10	14	2	-0.8	-0.4	-5[fluorescence artefact?]	34	9	8
COc1ccc(CNC(=O)C2CCCN(S(=O)(=O)c3c(C)n[nH]c3C)C2)cc1 (centres undefined)	3	17	8	-0.4	0.7	8[fluorescence artefact?]	-26	12	7
COc1cccc(C(=O)N/N=C2/SCC(=O)N2CCc2ccc(OC)c(OC)c2)c1	7	4	-2	-0.5	0.5	1	7	2	10

Filtered by structure, the compounds so far containing an NH in an aromatic ring.
Compound	PGE2 EP2 inh	EP2 modulator	NPY Y1 blocker	TRPN1 ag	TRPML3 agonist	14-3-3 Bad PPI	CHOP inhibitor	PPC-1+TRAIL kill	NPY1 pot ag
O=c1[nH][nH]c2c(N=Cc3ccccc3O)ccc(F)c12	10	-15	·	1.8	0.9	70*	11	-6	11
COc1ccc(-c2n[nH]c(=S)n2-c2ccc(C)cc2)cc1	2	6	·	0.3	0.3	1	-37	15	29
COc1ccc(-c2cc(=O)c3cc(C)ccc3[nH]2)cc1	10	-17	7	2.6	0.4	58[fluorescence artefact?]	-6	40	-13
COc1ccc(Cl)cc1NC(=O)c1[nH]nc(OC)c1[N+](=O)[O-]	7	9	-2	0.8	0.6	-8	-10	6	1
CCOC(=O)C1CCCc2c1[nH]c1c(C(N)=O)cccc21 (centres undefined)	16	11	4	-3.1	0.9	5	42	-23	-14
CCOC(=O)c1[nH]c(C)c(C(=O)NCCCN2CCOCC2)c1C	4	4	3	1.5	0.9	-10	-3	10	8
COc1ccc(CNC(=O)C2CCCN(S(=O)(=O)c3c(C)n[nH]c3C)C2)cc1 (centres undefined)	3	17	8	-0.4	0.7	8[fluorescence artefact?]	-26	12	7
